# sdo1 growth: sdo1-depleted yeast growth rescue. hit rate 0.21% among 140,000. S. cerevisiae sdo1-depleted JHY4D growth rescue, OD600 30 h; hits give high values; pdr5 snq2 efflux-pump mutant strain. z-score at 10 µM. AID 817;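 active = z-score above 3 at both the 24 hr and the 30 hr optical density reads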;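 also: z-score against mean and SD of all compound wells on the same plate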
# INS promoter inh: TRM-6 insulin promoter activity inhibition; TRM-6 cells (human fetal islet line), insulin promoter-eGFP reporter, imaging; reporter expression induced with tamoxifen; inhibition, % at 2 µM; hit rate 0.9% among 130,000; AID 1273;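 active = inhibition above the mean plus 3 SD, with well images judged a real hit on visual review, cut at about 60% in these data, passing the limit was not always enough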
# sdo1 growth Rescue 24 h: recorded beside sdo1 growth, whose call it bears; z-score; S. cerevisiae sdo1-depleted JHY4D growth rescue, OD600; measured here: growth rescue at 24 h;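 0 is the plate mean of compound wells and units are plate SD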
# Numbers without * were called inactive; · = not tested or not shown; [ ] = dose if it differs, or a comment. Some of the compounds tested, so the mix of outcomes need not match the whole.
SMILES	sdo1 growth	sdo1 growth Rescue 24 h	INS promoter inh
O=c1[nH]ncc2c3ccccc3n(Cc3cccc(Cl)c3)c12	·	·	0
Cc1ccc(C(=O)CSc2nc(C)cc(=O)[nH]2)cc1	0.22	0.8	-28
O=c1c2cc(Cl)ccc2[nH]c(=S)n1Cc1ccccn1	0.13	-0.5	39
CC(O)c1nc2ccccc2n1C/C=C/c1ccccc1 (stereo not given)	-0.73	-0.94	·
O=C(CSc1nnnn1C1CCCCC1)N1CCN(C(=O)c2ccco2)CC1	·	·	-19
CCOC(=O)c1sc(NC(=O)c2cc3n(n2)C(C(F)(F)F)CC(c2ccccc2)N3)c(C(=O)OCC)c1C (stereo not given)	-0.43	-0.56	-45
O=C(NCCC1=CCCCC1)C(=O)NCC(c1ccco1)N1CCN(c2ccccc2)CC1 (stereo not given)	-1.5	-1.5	-21
CC(=O)N1CCc2cc(S(=O)(=O)CCC(=O)N3CCc4ccccc4C3)ccc21	0.01	-0.07	-10
O=C(Nc1nnc(Cc2ccc(Cl)cc2)s1)C1CCCO1 (stereo not given)	·	·	37
COCCCN1C(=O)C(O)=C(C(C)=O)C1c1ccccn1 (stereo not given)	-0.12	-1.4	14
COc1cccc(NC(=O)Nc2ccc3c(c2)nnn3C)c1	0.2	8.2	39
CCNC(=S)NNC(=O)c1ccccc1OC(F)F	0.41	0.09	15
COc1cc(/C=N/Nc2nc(Nc3ccccc3)nc(N3CCCCC3)n2)ccc1OCC(=O)O	·	·	44
Cc1ccc(-c2cc(C(=O)Nc3nn[nH]n3)c3ccccc3n2)cc1	0.68	0.49	-8
CSc1nc(-c2ccc(C)cc2)nc(C(Cl)Cl)n1	3	1.9	12
O=C(NCC1COc2ccccc2O1)c1ccccc1 (stereo not given)	0.53	-0.12	-257
CC1=C(C(=O)Nc2ccccc2)C(c2cccnc2)n2ncnc2N1 (stereo not given)	·	·	13
CSc1nc2ccc3nc(NC(=O)c4ccc(C)cc4)sc3c2s1	0.05	2.2	·
CCN1CCN(C(C(=O)NC2CCCC2)c2cc3c(cc2[N+](=O)[O-])OCO3)CC1 (stereo not given)	·	·	-7
CCCCN(C)CCCNC(=O)c1cccc(N2CCCC2=O)c1	1	1	-3
Cc1nnc(SCCn2c(N3CCN(Cc4ccccc4)CC3)nc3c2c(=O)[nH]c(=O)n3C)s1	0.63	-0.27	·
c1nc(N2CCOCC2)c2[nH]cnc2n1	·	·	27
Cc1cc(Br)ccc1SCC(=O)OCC(=O)Nc1ccccc1C#N	0.06	0.18	·
Cc1cc(C(=O)N/N=C\c2ccc(COc3ccc([N+](=O)[O-])cc3)o2)ccc1[N+](=O)[O-]	0.35	-0.53	-11
c1ccc(CCN2CCN(c3ncnc4c3cnn4-c3ccccc3)CC2)cc1	-0.82	0.81	-81
Cc1ccc(NC(=O)Cc2n[nH]c(=S)n2C)cc1	·	·	-31
O=C(Nc1cc(C(F)(F)F)ccc1N1CCCCC1)c1ccco1	0.83	0.48	-462
Cc1ccccc1NC(=S)N1CCOCC1	0.3	-0.17	31
CCOC(=O)CNC(=O)CSc1nnc(COc2ccc(Cl)cc2)n1CC	-0.15	-0.73	-21
CC1(C)NC(=O)N(CC(O)COc2ccccc2-c2ccccc2)C1=O (stereo not given)	1.4	2	7

# Some of the entries so far, with each value named.
COCCCN1C(=O)C(O)=C(C(C)=O)C1c1ccccn1 (stereo not given)
  sdo1 growth: -0.12; sdo1 growth Rescue 24 h: -1.4; INS promoter inh: 14

COc1cccc(NC(=O)Nc2ccc3c(c2)nnn3C)c1
  sdo1 growth: 0.2; sdo1 growth Rescue 24 h: 8.2; INS promoter inh: 39

CCNC(=S)NNC(=O)c1ccccc1OC(F)F
  sdo1 growth: 0.41; sdo1 growth Rescue 24 h: 0.09; INS promoter inh: 15

# (continued)
SMILES	sdo1 growth	sdo1 growth Rescue 24 h	INS promoter inh
COc1cc(C2C=C(C34CC5CC(CC(C5)C3)C4)NC(=S)N2)cc(OC)c1OC (stereo not given)	-0.86	-0.72	-30
O=C(COC(=O)C1CCCN1C(=O)C12CC3CC(CC(C3)C1)C2)c1ccc(Br)cc1 (stereo not given)	-0.74	0.41	0
O=C(CSc1nc2ccccc2o1)Nc1ccc(N2CCOCC2)c(Cl)c1	-1.1	-0.81	13
COC(=O)CC1(c2cccc3ccccc23)C(=O)c2ccccc2C1=O	-1.3	-0.71	0
COn1c(-c2ccccc2)nc2ccc(Cl)cc21	-0.82	-0.65	·
COc1cc(C(Nc2ccc(S(=O)(=O)N3CCC(C)CC3)cc2)C(=O)NCC2CCCO2)cc(OC)c1OC (stereo not given)	0.78	-1	-28
N#C/C(=C/c1ccc(-c2ccc(Br)cc2)o1)C(=O)NC1CCCCC1	-0.61	0.03	39
CCOC(=O)c1cc2c(=O)n3ccccc3nc2n(CCOC)c1=NC(=O)c1ccncc1	0.13	0.32	32
COc1ccc(C2(C(=O)Nc3cc(C)on3)CCOCC2)cc1	-0.33	-0.84	33
N#Cc1ccc(OCc2nnc(SCC(=O)N3CCCc4ccccc43)n2-c2ccccc2)cc1	-1.4	-1.3	-100
O=C(Nc1ccc(S(=O)(=O)NCc2ccco2)cc1)c1ccc2ccccc2n1	-1	-1.3	·
COc1cc2c(cc1O)[C@H](Cc1ccc(Oc3cc(C[C@@H]4NCCc5cc(OC)c(O)cc54)ccc3O)cc1)NCC2	0.46	0.17	-19
COc1ccc(Cl)cc1NC(=O)COC(=O)/C=C/c1c(C)nn(C2CCS(=O)(=O)C2)c1Cl (stereo not given)	0.85	0.89	0
Cc1ccc(N2CC(C(=O)N/N=C/c3cccc([N+](=O)[O-])c3)CC2=O)cc1 (stereo not given)	-0.28	-0.18	29
CCN(CC)Cc1c(-c2ccccc2)[nH]c2ccc(C)cc2c1=O	0.6	0.37	33
O=C(Nc1nc2ccccc2[nH]1)C12CC3CC(CC(C3)C1)C2	-1.5	-0.27	10
O=C(CN(CCc1ccccc1)C(=O)CNS(=O)(=O)c1ccccc1)NCC1CCCO1 (stereo not given)	0.72	0.74	-29
Cc1ccc(C(=O)NNC(=O)Cc2cccs2)cc1	1.3	1.3	·
NS(=O)(=O)c1ccc(NCc2c(F)cccc2Cl)cc1	-0.32	-0.46	-33
CC1CN(C2CCCCC2)c2nc3c(c(=O)n(C)c(=O)n3C)n2C1 (stereo not given)	-0.37	-0.51	11
O=C(COC(=O)/C=C/c1ccc(F)cc1)NCc1ccco1	·	·	33
COc1ccc2c(C(=O)CN3CC(C)OC(C)C3)c[nH]c2c1 (stereo not given)	0.95	0.63	·
CC(C)CCOc1ccccc1C(N)=O	·	·	-7
CCOc1ccc(CCNC(=O)C2CCN(S(=O)(=O)N3CCC(C)CC3)CC2)cc1OCC	-0.31	-0.44	-94
COc1cccc(CN2CCC(C(=O)N3CCN(c4ccccc4F)CC3)CC2)c1	0.21	0.35	50
COc1ccccc1OC1OC2COC(c3ccco3)OC2C(O)C1NC(C)=O (stereo not given)	0.72	0.43	-5
CCc1c(C)sc(NC(=O)c2cnn3cccnc23)c1C#N	0.12	1.4	33
Cc1ccccc1NC(=O)C1CCCN1S(=O)(=O)c1ccc2c(c1)n(C)c(=O)c(=O)n2C (stereo not given)	0.24	-0.02	-76
CC1(C)CC(NC(=O)Cc2ccccc2[N+](=O)[O-])CC(C)(C)N1	1.8	2.2	-32
Cc1nn(C)c(C)c1NC(=O)CSc1nc(Cc2ccccc2)nc2c1cnn2-c1ccccc1	·	·	-27

# At a glance, some entries already given:
SMILES	sdo1 growth	sdo1 growth Rescue 24 h	INS promoter inh
CC1(C)CC(NC(=O)Cc2ccccc2[N+](=O)[O-])CC(C)(C)N1	1.8	2.2	-32
Cc1nn(C)c(C)c1NC(=O)CSc1nc(Cc2ccccc2)nc2c1cnn2-c1ccccc1	·	·	-27

# Back to the main list with the three entries that preceded the break.
# Value order – sdo1 growth, sdo1 growth Rescue 24 h, INS promoter inh
Cc1ccccc1NC(=O)C1CCCN1S(=O)(=O)c1ccc2c(c1)n(C)c(=O)c(=O)n2C (stereo not given)
→ 0.24, -0.02, -76
CC1(C)CC(NC(=O)Cc2ccccc2[N+](=O)[O-])CC(C)(C)N1
→ 1.8, 2.2, -32
Cc1nn(C)c(C)c1NC(=O)CSc1nc(Cc2ccccc2)nc2c1cnn2-c1ccccc1
→ ·, ·, -27
CCC1(C)COC2(OC1)C(=O)Nc1ccccc12 (stereo not given)
→ -0.96, -1.4, ·
O=C(CCCNC(=O)/C(=C\c1ccccc1F)NC(=O)c1ccccc1)OCc1ccccc1
→ 0.4, 0.71, -257
COc1ccc(/C=N/NC(=O)Nc2cccc3nsnc23)c(OC)c1
→ -0.96, -0.09, -34
COC(=O)c1c(C)[nH]c(C(=O)CN2CCOCC2)c1C
→ 0.11, -0.32, ·
COc1ccc(Nc2nc(NCCO)nc(OC)n2)cc1
→ 0.17, -0.63, -43
CS(=O)(=O)N(CC(N)=O)Cc1ccc(Cl)cc1
→ 0.35, -0.57, -295
C/C(=N\NC(N)=S)c1ccc(Cl)s1
→ -0.18, -0.4, 33
O=C(NCC(F)(F)F)Nc1ncccn1
→ 0.69, 0.52, ·
CC(=O)Nc1nnc(CCN2CCCCC2)s1
→ 0.42, -0.53, -3
COc1cc(C(=O)Nc2ccc3c(c2)Cc2ccccc2-3)cc(OC)c1OC
→ -0.74, -0.09, 30
Nc1c(S(=O)(=O)c2ccccc2)cnc2c(-c3ccc(F)cc3)cnn12
→ -0.77, 1.1, ·
Cc1ccc(N(C)C(=O)c2ccc3c(Cl)c4c(nc3c2)CCC4)cc1C
→ -1.7, -0.73, -80
Cc1ccc(SCCC(=O)NCCSCc2ccccc2C)cc1
→ -1.1, -0.96, -7
CC1CCN(c2nnc(NC(=O)Cn3c(=O)oc4ccccc43)s2)CC1
→ -0.96, -0.4, ·
O=C(C1CCN(S(=O)(=O)c2cccc3cccnc23)CC1)N1CC=C(c2ccccc2)CC1
→ -0.35, -0.52, ·
Nc1nc2sc3c(c2cc1C(=O)N1CCOCC1)CCCC3
→ 0.58, -0.32, -47
CCC(C)(C)NC(=O)c1ccc(Br)o1
→ -0.26, -1.8, 27
COc1ccc(-c2ccc(CNCCCN3CCOCC3)o2)cc1Cl
→ ·, ·, -74
COc1ccc(/C=N/NC(=O)C2C(C=C(Cl)Cl)C2(C)C)c(OC)c1 (stereo not given)
→ ·, ·, 35
Cc1cc2c(c(=O)n1Cc1cccnc1)C(Cc1ccccc1)C(C#N)=C(N)O2 (stereo not given)
→ 2, 1.3, -38
O=[N+]([O-])c1cc(-c2n(-c3ccccn3)c3ccccc3[n+]2-c2ccccn2)ccc1Cl
→ ·, ·, -92
CCn1ccnc1CN(C)Cc1cn(-c2ccc(C)cc2)nc1-c1ccc(F)cc1
→ ·, ·, 10
Cn1c(=O)c2c(ncn2CC(O)CNc2cccc(Cl)c2)n(C)c1=O (stereo not given)
→ ·, ·, -7
COC(=O)c1c(-n2c(C)cc(C=O)c2C)sc2c1CCCC2
→ -1.2[14.2 µM], -1.4, ·
COc1ccc(CCC(=O)Nc2cc(Cl)ccc2N2CCN(C)CC2)cc1
→ -0.23, -0.57, 15
CCOC(=O)N1CCN(C(=O)CSc2nnc(-c3cc(OC)cc(OC)c3)o2)CC1
→ -0.16, -0.27, 11
Cc1cc(C)n2nc(N)c(N=Nc3ccc4c(c3)OCO4)c2n1
→ 0.26, 1.2, 54
Cc1ccc(C(C(=O)NC2CCCC2)N2CCCC(C)C2)cc1 (stereo not given)
→ 0.48, -0.04, ·
COc1ccc(O)c(C(=O)c2coc(=N)c(C(=O)Nc3ccc(SC(F)F)cc3)c2)c1
→ ·, ·, -82
COc1ccc(OC)c(S(=O)(=O)NCc2cn3cccc(C)c3n2)c1
→ 1.6, 1.8, -238
CS(=O)(=O)N(CC(=O)NCc1ccc2c(c1)OCO2)c1cccc(Cl)c1
→ ·, ·, 27
C=CCNC(=O)c1ccc(N(C)S(=O)(=O)c2ccc(OC)cc2)cc1
→ -0.19, -0.15, -7
Cc1ccc(NS(=O)(=O)c2cc([N+](=O)[O-])ccc2NNC(=S)Nc2cc(C)ccc2C)c(C)c1
→ 1.2, 1.9, 8
CCC(=O)Nc1c(C(=O)N2CCN(c3ccccn3)CC2)cnn1-c1ccc(Cl)cc1
→ 0.99, 0.43, 14
O=C(O)C1C2C=CC(O2)C1C(=O)NCc1ccccc1Br (stereo not given)
→ 0.98, -0.03, 0
CC(C)Sc1nc2c(cnn2-c2ccc(F)cc2)c(=O)[nH]1
→ -0.8, 0, ·
COc1cc(-n2c(=O)c3ccccc3n(CC(=O)c3ccccc3)c2=O)cc(OC)c1OC
→ ·, ·, 41
Cc1ccc2c(c1)/C(=C/c1ccco1)C(=O)N2
→ ·, ·, 14
COc1ccc(CC(=O)Nc2ccc(N3CCCCC3)cc2)cc1
→ ·, ·, -20
CCCCn1c(=O)[nH]c(=O)c2c1nc(-c1ccccc1F)n2Cc1ccccc1OC
→ ·, ·, 36
Cc1nc(N2CCOCC2)nc(OC(C)C)c1[N+](=O)[O-]
→ -0.4, -1.1, 6
COc1cc(NS(=O)(=O)c2ccc(NS(=O)(=O)c3ccccc3)cc2)nc(OC)n1
→ -0.17, -1.1, 0
Cc1c(Cl)cccc1NC(=S)NC1CCN(Cc2ccccc2)CC1
→ -0.03, 1, 6
COc1cc(NC(=O)c2ncn[nH]2)cc(OC)c1OC
→ 0.39, -0.21, 6

# High-throughput results from PubChem BioAssay.
